TSHR antag: Antagonists of the Thyroid Stimulating Hormone Receptor: HTS campaign | Thyrotropin receptor (Homo sapiens), P16473 | TSHR-expressing cells, TSH-stimulated cAMP HTRF, 2 h; stronger effect = lower value | activity change, negative = inhibition, % at 11.5 µM | hit rate 0.2% among 330,000;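 active means activity change below a set negative limit, meaning inhibition stronger than a set level, cut at about -70% in these data; inconclusive means activity change between two set negative limits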; further: on the % scale 0 is the no-effect control and ±100 the full control effect
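Read-out is FRET at 665 nm (cryptate excitation 337 nm) from a cryptate-tagged anti-cAMP antibody, competed by cell cAMP against cAMP-d2. Compounds are tested on freshly harvested TSHR cells challenged with 4nM TSH (EC80) for 2 hours at 37 deg C.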
MLL CXXC-DNA inh: qHTS Fluorescence Polarization Assay for Inhibitors of MLL CXXC domain - DNA interaction; Histone-lysine N-methyltransferase 2A (Homo sapiens), Q03164; MLL-CXXC / FITC-HOXA9 DNA fluorescence polarization; Potency, µM (doses to about 115 µM), without a hit: top-dose activity change, negative = inhibition, usual class: inhibitors; hit rate 0.037% among 290,000; AID 2662, 2010; active means well fitted inhibition curve with a large enough effect in the polarisation, with a control signal flat, not every such curve was filed as active; inconclusive means small, poorly fitted or top-dose-only effect, or effect the other way, or a change in a side signal; inactive means no such curve, though single readings can be large or run the other way; the % refers to the polarisation; further: potency means the concentration at half of the fitted maximal effect
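Purified MLL-CXXC (added from a 7 uM solution) was preincubated 5 min at ambient with pinned compounds in 50 mM Tris-HCl pH 7.5, 50 mM NaCl, 1 mM DTT, 0.05% BSA. Fluorescein-labeled HOX-A9 DNA (50 nM solution) followed, 30 min, then polarization read.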
Giardia killer: Small Molecules that selectively kill Giardia lamblia: qHTS. Giardia lamblia trophozoite viability. activity change, % at 7.66 µM, hits read low. hit rate 0.15% among 340,000. AID 540267, 2011; in the data active means activity change below about -80%; inconclusive means between about -30% and that limit;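 further: parasites exposed to compound for two days anaerobically before the ATP read; on the % scale 0 is the no-effect control and ±100 the full control effect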
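Each well holds 100 Giardia trophozoites and compound. After two days (48 hrs) at 37 deg C in anaerobic conditions, ATP is quantified by luminescence.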
GALK inh: qHTS Assay for Inhibitors of Human Galactokinase (GALK); Purified GALK, Kinase-Glo residual ATP luminescence; hit rate 0.007% among 270,000; AID 1868, 2009; Potency, µM (series often up to 57.5 µM), for inactives: at the highest dose activity change, negative = inhibition, most hits filed as inhibitors; further: potency means the concentration at half of the fitted maximal effect; on the % scale 0 is the no-effect control and ±100 the full control effect
Target sequence (P51570 whole entry, looked up): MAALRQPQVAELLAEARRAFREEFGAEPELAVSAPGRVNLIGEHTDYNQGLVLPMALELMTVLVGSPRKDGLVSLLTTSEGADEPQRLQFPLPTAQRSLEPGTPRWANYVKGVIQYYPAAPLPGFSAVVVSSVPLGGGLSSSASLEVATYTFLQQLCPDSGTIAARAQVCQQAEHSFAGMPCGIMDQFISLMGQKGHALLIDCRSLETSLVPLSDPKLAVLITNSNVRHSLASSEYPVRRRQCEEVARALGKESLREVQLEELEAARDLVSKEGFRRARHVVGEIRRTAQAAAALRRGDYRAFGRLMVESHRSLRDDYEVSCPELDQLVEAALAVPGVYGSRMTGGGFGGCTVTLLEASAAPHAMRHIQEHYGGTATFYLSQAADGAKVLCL
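The enzyme phosphorylates galactose (100 uM) using ATP (35 uM); inhibition is detected as higher residual ATP, quantified by bioluminescence after 1 h reaction at room temperature, pH 8.0.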
KCNH2 WT inh: qHTS for Inhibitors of KCHN2 3.1: Wildtype qHTS; activity change, % at 1.84 µM; Voltage-gated inwardly rectifying potassium channel KCNH2 (Homo sapiens), Q12809; hit rate 0.37% among 340,000; U2OS, BacMam KCNH2, thallium flux FluxOr; stronger effect = lower value;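 active means maximum activity change below -70%; inconclusive means maximum activity change between -70% and -50%; inactive means maximum activity change above -50%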; further: on the % scale 0 is the no-effect control and ±100 the full control effect
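U2OS cells were transduced with wild-type KCNH2 virus (2.03 x 10^8 / mL) for 4 h at room temperature, then cultured overnight at 37 C. Thallium flux was read with FluxOr dye. Rate constants were normalized to DMSO controls.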
Chronic BCR inh: qHTS Assay to Find Inhibitors of Chronic Active B-Cell Receptor Signaling | hit rate 0.05% among 340,000 | Potency, µM (top dose mostly 46.1 µM), without a hit: at the top dose ratio change, negative = lower green/red ratio, hits mostly inhibitors | ABC-DLBCL IkBa-CBG/CBR reporter, luminescence ratio, 4 h; active means well fitted inhibition curve with a large enough effect in the signal ratio, with a control signal flat, not every such curve was filed as active; inconclusive means small, poorly fitted or top-dose-only effect, or effect the other way, or a change in a side signal; the % refers to the signal ratio;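 further: potency means the concentration at half of the fitted maximal effect; plate controls were basal doxycycline-induced cells for no effect and cells given 10 µM MG132 for full effect; MG132 reads +100%, hits lower the ratio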
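TMD8 human ABC-DLBCL cells with doxycycline-inducible IκBα–green luciferase fusion and unfused red luciferase, in 0.5% FBS medium; compounds up to 46 uM, 4 h at 37C. Green/red luminescence ratio, filter-overlap corrected, fitted to concentration-response curves.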
Tb PFK block: qHTS Assay to Find Inhibitors of T. brucei phosphofructokinase; ATP-dependent 6-phosphofructokinase (Trypanosoma brucei brucei), O15648; hit rate 0.17% among 330,000; T. brucei PFK, ADP-Glo luminescence; Potency, µM (doses to about 57.5 µM), for the others: at the highest dose activity, negative = inhibition, most hits filed as inhibitors; AID 485367, 2010;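 further: potency means the concentration at half of the fitted maximal effect; 0% = uninhibited 1x PFK enzyme wells and -100% = no-enzyme wells; nearly all actives have a fitted effect of over 60% in size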
Target sequence (O15648 whole entry, looked up): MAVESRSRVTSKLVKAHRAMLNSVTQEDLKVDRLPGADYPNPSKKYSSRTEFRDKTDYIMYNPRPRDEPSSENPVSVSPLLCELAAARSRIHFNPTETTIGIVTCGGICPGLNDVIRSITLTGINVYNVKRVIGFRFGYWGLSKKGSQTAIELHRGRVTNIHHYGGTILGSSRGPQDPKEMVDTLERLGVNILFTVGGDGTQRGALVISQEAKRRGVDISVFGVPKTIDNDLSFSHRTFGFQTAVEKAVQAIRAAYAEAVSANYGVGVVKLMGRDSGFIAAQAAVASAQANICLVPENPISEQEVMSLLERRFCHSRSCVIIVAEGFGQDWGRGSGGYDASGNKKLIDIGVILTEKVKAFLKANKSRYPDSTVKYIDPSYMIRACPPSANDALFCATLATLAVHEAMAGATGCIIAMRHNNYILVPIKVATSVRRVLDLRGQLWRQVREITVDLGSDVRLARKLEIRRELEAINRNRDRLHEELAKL
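Activity is normalized to no-enzyme wells (full inhibition) and 1.25 nM enzyme wells (no inhibition). Reaction: 0.5 mM F6P, 0.1 mM ATP, 45 min RT, ADP-Glo luminescence; concentration-response curves fitted and classed by quality.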
FBPA coupling cs: qHTS Assay for Inhibitors of Fructose-1,6-bisphosphate Aldolase from Giardia Lamblia: Coupling assay counterscreen | coupling enzyme system counterscreen, AmpLite Red fluorescence | hit rate 0.67% among 290,000 | activity change, negative = inhibition, % at 58.2 µM, hits read low; in the data active means activity change below about -30%; further: on the % scale 0 is the no-effect control and ±100 the full control effect
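Coupling enzymes only (glyceraldehyde-3-phosphate) + compound, at 57.5 uM final, 10 min RT; add substrate/coupling/AmpLite Red mix, 20 min RT; fluorescence ex 525/em 598 nm. Actives flag coupling-system interference.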
TCR act: Activators of T cell receptors: qHTS campaign. Potency, µM (doses to about 9.22 µM), inactives show at the highest dose activation of IL-2 secretion, most hits filed as activators. AID 504894, 2011. 330,000 tested, under 10 active. primary human leukocytes, anti-CD3, IL-2 HTRF, 48 h; further: % of control where 0% means no effect
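IL-2 produced over 48 hr by a-CD3 bead-stimulated primary human leukocytes exposed to compounds was detected with a homogeneous time-resolved FRET immunoassay, 665nm acceptor signal after 320nm excitation.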
AT treatment: qHTS Assay for Identifying a Potential Treatment of Ataxia-Telangiectasia; […] A-T fibroblasts, KAP-1 phosphorylation AlphaLISA; neocarzinostatin DNA damage 30 min before lysis; Potency, µM (doses to about 57.5 µM), for the others: at the top dose activation, usual class: activators; hit rate 0.19% among 320,000; further: potency means the concentration at half of the fitted maximal effect; % of control where 0% means no effect; nearly all actives have a fitted effect of over 45% in size
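hTERT-immortalized A-T patient fibroblasts ([…]), 500 cells/well in OPTI-MEM, 1% FBS, got compounds for 60 min, then NCS for 30 min at 37C. Lysates were then assayed for phospho-KAP-1 by AlphaLISA (anti-pKAP1 donor, anti-KAP1 acceptor beads), 6 hr at 25C.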
* = called active by the depositor; ? = inconclusive; . = not tested or not shown; [ ] = remark or other dose. Unless noted, the call rests on the fitted dose curve; in most records, active means well fitted curve in the direction sought with a large enough effect; inconclusive means small, poorly fitted or top-dose-only effect, or another doubt; inactive means no such curve, though single readings can be large; an effect the other way counts as inactive or inconclusive.

Each structure is followed by: MLL CXXC-DNA inh	Chronic BCR inh	TCR act	AT treatment	Giardia killer	TSHR antag	Tb PFK block	GALK inh	KCNH2 WT inh	FBPA coupling cs
- Cc1ccc(-c2nn(C(C)(C)C)c3ncnc(NS(=O)(=O)c4ccc([N+](=O)[O-])cc4)c23)cc1
→ 12%	-10%	0%	0%	-5	-9	0%	-2%	7	-4
- O=[N+]([O-])c1cc2c(cc1Br)CCN2
→ 1%	1%	.	0%	13	25	3.4µM*	3%	-18	0
- Cc1c(Br)c(=O)[nH]c(=O)n1COCc1ccccc1
→ 4%	10%	7%	-2%	3	20	8%	-1%	2	1
- O=C(COC(=O)/C=C/c1cccc(Cl)c1)Nc1cccc(S(=O)(=O)NC2=NCCC2)c1
→ .	-4%	-6%	3%	-17	-3	1%	.	-6	.
- Cc1csc(SCCN2C(=O)c3ccccc3C2=O)n1
→ 1%	0%	3%	-5%	-2	-1	0%	1%	-1	3
- Cc1nnc(N2CCCC(C(=O)Nc3cc(F)ccc3F)C2)c2nn(-c3ccccc3)c(C)c12 (stereo not drawn)
→ 34%[activator]	0%	6%	-16%	-13	-10	1%	-1%	-3	.
- CCOC(=O)C(C)OC(=O)C1=C(C)NC(=O)NC1c1ccc2c(c1)OCO2 (stereo not drawn)
→ 4%	-1%	12%	2%	-1	17	-2%	-2%	-11	-1
- CC(C)(C)c1cc(C(=O)N/N=C/c2ccccn2)n[nH]1
→ -1%	15%	1%	-9%	-3	-1	-5%	0%	-2	1
- CC(=O)N1N=C(c2cccc(NS(=O)(=O)c3ccc(C)cc3)c2)CC1c1ccco1 (stereo not drawn)
→ -20%	?	-21%	-10%	5	-4	0%	-1%	2	1
- COC(=O)[C@]1(C)N[C@H](CN(C)S(=O)(=O)c2ccc(-c3ccccc3)cc2)[C@@H]2C(=O)N(C)C(=O)[C@@H]21
→ .	0%	6%	23%	?	-11	7%	.	5	.
- C=CCN(CC=C)S(=O)(=O)c1ccc(NC(=S)NC(=O)c2ccc(-c3ccccc3)cc2)cc1
→ 5%	0%	3%	-6%	-17	-1	0%	-3%	-2	1
- O=C(O)/C(=C\c1ccccc1Cl)c1ccc(S(=O)(=O)N2CCCCC2)s1
→ 1%	23%	1%[46.1 µM]	-2%	-3	-3	-6%	0%	-2	19
- CN1CCC(CNC(=O)Nc2ccccc2)(c2ccccc2)CC1
→ 0%	1%	-11%	0%	-5	10	-3%	4%	37	0
- O=C(O)COc1cccc(/C=C2/SC(=S)N(Cc3ccccc3)C2=O)c1
→ 3%	-4%	0%	-4%	1	-18	2%	1%	3	17
- COc1ccc(NC(=S)NC(=O)c2cncc(Br)c2)c(OC)c1
→ 8%	2%	1%	5%	-16	4	6%	0%	5	1
- CCC(NC(=O)c1ccccc1NC(=O)c1ccccc1)C(=O)OC (stereo not drawn)
→ -1%	?	0%	3%	-1	10	-2%	1%	.	-2
- CCN(c1ccccc1)S(=O)(=O)c1ccc(C(=O)Nc2c(C)n(C)n(-c3ccccc3)c2=O)cc1
→ .	-2%	-2%	-3%	-5	1	7%	.	-5	.
- Cc1cc(NC(=O)C2CC2)ncc1NC(=O)C12CC3CC(CC(C3)C1)C2
→ -1%	0%	1%	0%	-9	9	-1%	3%	10	0
- O=C(NCc1ccc2c(c1)OCO2)C1CCN(C(=O)Nc2ccc(Cl)cc2)CC1
→ 26%	3%	-6%	2%	-4	-4	11%	-2%	33	0
- CSc1nc2ccccc2c(=O)n1C1CCCCC1
→ 6%	0%	-4%	?	0	2	1%	.	-7	0
- Cc1cccc([C@@H]2[C@@H]3C(=O)N(Cc4ccccc4)C(=O)[C@@H]3[C@]3(C)C(=O)N(c4cccc(F)c4)C(=O)N23)c1
→ .	?	4%	6%	-29	4	6%	.	.	.
- O=C1Nc2ccc(F)cc2C12OCCO2
→ ?	-2%	-64%	17%	-5	4	-3%	.	5	4
- O=c1c2[nH]c3ccc(F)cc3c2ncn1CCC1=CCCCC1
→ 0%	?	-8%	-4%	6	6	0%	6%	4	2
- CCCNC(=O)OC[C@H]1O[C@H](CCO/N=C/C[C@@H]2C=C[C@H](OC(C)=O)[C@@H](COC(C)=O)O2)C=C[C@@H]1Oc1ccc(OC)cc1
→ -7%	?	.	8%	.	9	0%	.	.	-5
- Cn1c(=O)c2c(nc(NCCOc3ccc(C(C)(C)C)cc3)n2C)n(C)c1=O
→ 3%	3%	5%[46.1 µM]	0%	15	-11	-6%	.	-7	0
- Cc1cnc(CN(C)Cc2nc(Cc3cccc(C(F)(F)F)c3)no2)[nH]1
→ 14%	0%	-6%	-2%	8	9	-4%	-4%	-5	2
- O=C(CSc1nnc(C2CC2)n1-c1ccccc1)NCCc1ccc(F)cc1
→ 16%	1%	-6%	1%	1	3	1%	0%	7	5
- Cc1ccc(C(=O)NCc2ccco2)o1
→ 1%	1%	.	17%	16	-5	-6%	4%	-6	0
- CON(c1nc(Cl)nc(N(C)C)n1)S(=O)(=O)c1ccc(C)cc1
→ 107%[activator]	?	-2%	8%	-6	-15	0%	1%	-10	5
- CCC(C)(C)C1CCC2(CC1)NC(=O)N(CC(=O)NC(C)CCc1ccccc1)C2=O (stereo not drawn)
→ .	0%	0%	8%	3	-18	-1%	.	-9	.
- CC1(C)Cc2ccccc2C(NNC(=O)c2ccccn2)=N1
→ 2%	?	5%	0%	8	5	-1%	-2%	14	-3
- C/C(O)=C/c1nc2ccccc2[nH]c1=O
→ -5%	?	2%[46.1 µM]	-7%	10	-7	-1%	.	1	-4
- O=C1CN(CC(=O)Nc2cccc(Cl)c2Cl)c2ccccc2N1
→ 28%	?	-10%	27%	-4	-5	0%	-3%	2	-1
- CC(C)NC(=O)C(=O)N/N=C/c1ccco1
→ -1%	11%	4%	5%	-1	-10	-1%	0%	-15	0
- O=C(CSc1nc2ncccc2[nH]1)NCCc1ccccc1
→ -4%	8%	7%	3%	-16	-1	0%	2%	12	3
- CCNC(=O)N(C)c1nncnc1C(=O)NC
→ -1%	2%	-7%	3%	-23	-9	1%	-3%	-1	0
- O=C(Cn1ccn(-c2ccc(F)c(F)c2)c(=O)c1=O)NCCc1ccccc1
→ 10%	-1%	-3%	0%	-10	7	-12%	10%	4	-2
- COc1ccc(CCNC(=O)CCc2nc3sc4c(c3c(=O)[nH]2)CCCC4)cc1
→ ?	0%	6%	2%	0	0	-11%	5%	7	2
- CCOc1ccc(C(C(=O)NCC2CCCO2)N(C(=O)c2snc(C(N)=O)c2N)c2ccc(F)cc2)cc1 (stereo not drawn)
→ -1%	-5%	1%	23%	-26	0	0%	5%	12	-4
- O=C(c1cc(F)ccc1F)C1CCCN(C(=O)c2ccc(F)cc2Cl)C1 (stereo not drawn)
→ -13%	?	6%	6%	-4	-7	-6%	0%	8	3
- O=C(O)c1cc2nccc(-c3ccco3)n2n1
→ 3%	?	-8%	-8%	4	-2	1%	4%	3	2
- COc1ccccc1-c1ccc(SCc2ccc([N+](=O)[O-])cc2)nn1
→ 1%	?	3%	-1%	-12	-16	-1%	-1%	-1	-1
- CCOc1cc(/C=N\NC(=O)c2ccc(C)nc2)cc([N+](=O)[O-])c1O
→ 3%	18%	.	-4%	0	-20	0%	4%	13	1
- CCOC(=O)C1=NN(C(C)=O)C2(CC(=O)N(c3cc(C)cc(C)c3)C2=O)C1 (stereo not drawn)
→ 5%	-1%	2%[46.1 µM]	3%	10	12	0%	2%	-1	3
- N=C1/C(=C/c2ccc(OCc3ccccc3F)cc2)C(=O)N=C2SC(CC(=O)N3CCOCC3)=NN12
→ -7%	?	3%	-5%	-14	-4	0%	10%	-18	12
- Cc1ccc2c(CC(=O)O)coc2c1
→ 2%	-1%	-17%	5%	-11	8	-2%	1%	-10	6
- Nc1c(Cl)ncnc1N/N=C/c1ccccn1
→ 32%[activator]	?	3%[46.1 µM]	-2%	-16	-9	0%	5%	0	-8
- CCN1CCN(c2ccc(S(=O)(=O)N3CCCCC3)cc2NC(=O)c2cccc(F)c2)CC1
→ .	1%	-5%	4%	-13	-5	11%	.	14	.
- Cc1noc(C)c1C(=O)NCCCc1ccccc1
→ 0%	1%	.	-1%	-17	10	26%	0%	-14	2
- O=C1Nc2ccc3sc4ccccc4c3c2C1=O
→ 1%	?	12%	14%	10	21	-10%	2%	1	-6

Bioassay records (PubChem BioAssay)
